PKM2 activator = qHTS Assay for Activators of Human Muscle isoform 2 Pyruvate Kinase; Pyruvate kinase PKM (Homo sapiens), P14618; purified PKM2, Kinase-Glo ATP luminescence, activation; response scale: 0% is enzyme alone, no compound; Potency, µM (doses to about 57.5 µM), for inactives: at the highest dose activation, hits mostly activators; 260,000 compounds, 0.34% hits; AID 1631, 2009; also: potency is read from the fitted curve at half-maximal effect; % is scaled to controls: 0 for no effect and ±100 for the full control effect; nearly all actives have a fitted effect of over 55% in size
Target sequence (P14618 whole entry, looked up, canonical isoform): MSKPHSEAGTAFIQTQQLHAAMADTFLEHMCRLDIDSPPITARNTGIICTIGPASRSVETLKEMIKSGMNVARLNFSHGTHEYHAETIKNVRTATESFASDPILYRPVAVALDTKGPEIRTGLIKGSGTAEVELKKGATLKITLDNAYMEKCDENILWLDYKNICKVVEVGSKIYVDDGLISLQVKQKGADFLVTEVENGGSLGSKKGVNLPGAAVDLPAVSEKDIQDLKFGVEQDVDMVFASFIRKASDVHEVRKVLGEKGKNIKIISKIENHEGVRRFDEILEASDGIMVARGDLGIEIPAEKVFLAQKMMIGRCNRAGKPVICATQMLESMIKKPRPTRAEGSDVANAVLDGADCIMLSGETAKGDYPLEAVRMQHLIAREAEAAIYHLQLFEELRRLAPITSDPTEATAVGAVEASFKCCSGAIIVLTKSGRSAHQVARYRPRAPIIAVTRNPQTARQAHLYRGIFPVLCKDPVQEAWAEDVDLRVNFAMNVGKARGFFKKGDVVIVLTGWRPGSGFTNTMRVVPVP
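ATP formation by purified human PK-M2, quantified via coupled luciferase luminescence after 1 h at room temperature with 0.1 mM ADP and 0.5 mM PEP final.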
Rab9 promoter act = qHTS Assay for Rab9 Promoter Activators. 320,000 compounds, 2.8% hits. Potency, µM (top dose mostly 9.22 µM), without a hit: top-dose activation, negative = inhibition, usual class: activators. Huh7 Rab9 promoter-luciferase reporter, luminescence, 24 h; also: potency is read from the fitted curve at half-maximal effect; % of control where 0% means no effect; nearly all actives have a fitted effect of over 60% in size
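Steps: seed 1500 Huh7 Rab9-luc cells per well, rest 2 h at 37 °C; add compound in DMSO; incubate 24 h; add luciferase reagent, 10 min ambient; read luminescence.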
ELG1 repair inh = qHTS screen for small molecules that inhibit ELG1-dependent DNA repair in human embryonic kidney (HEK293T) cells expressing luciferase-tagged ELG1; Potency, µM (highest dose often 46.1 µM), without a hit: at the top dose activity change, negative = inhibition, usual class: inhibitors; HEK293T ELG1-luciferase reporter, luminescence, 16 h; DNA damage induced by 5-fluorouridine; 330,000 compounds, 2.3% hits; also: potency is read from the fitted curve at half-maximal effect; % is scaled to controls: 0 for no effect and ±100 for the full control effect; nearly all actives have a fitted effect of over 55% in size
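Luminescence from the luciferase reporter, measured 30 min after ONE-Glo reagent at room temperature, was the read-out. Beforehand, 2,000 cells per well were exposed for 16 hr at 37 °C to 5-fluorouridine together with compound or vehicle.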
Mito fusion yeast = qHTS Assay for Small Molecule Inhibitors of Mitochondrial Division or Activators of Mitochondrial Fusion. S. cerevisiae fusion-defective mutant growth rescue, CellTiterGlo 48 h. Potency, µM (titrated, usually from 46.1 µM), without a hit: at the top dose growth rescue (activation), actives largely listed as activators. 320,000 compounds, 0.23% hits. AID 485298, 2010;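 also: potency is read from the fitted curve at half-maximal effect; % of control where 0% means no effect; nearly all actives have a fitted effect of over 45% in size; temperature-sensitive fusion mutants such as fzo1-1 at 37 °C on non-fermentable ethanol glycerol medium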
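Temperature-sensitive fusion-defective S. cerevisiae (e.g. fzo1-1, mgm1-5) were grown with compound in YPEG medium (3% ethanol, 3% glycerol) for 48 hours at 37C. Growth rescue was measured as viability by CellTiterGlo luminescence after 10 minutes at ambient.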
KCNH2 3.1 inh = qHTS for Inhibitors of KCHN2 3.1: Mutant qHTS; U2OS KCNH2 3.1, thallium flux FluxOr; hits give low values; 340,000 compounds, 0.95% hits; Potassium voltage-gated channel subfamily H member 2, brain isoform KCNH2 3.1 (human); activity change, % (tested at about 1.8 µM);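 active = maximum activity change below -70%; inconclusive = maximum activity change from -70% to -50%; inactive = maximum activity change above -50%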;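 also: thallium influx rate constant from kinetic fluorescence after stimulation buffer; % is scaled to controls: 0 for no effect and ±100 for the full control effect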
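We transduce U2OS cells with the mutant 3.1 virus, culture them overnight, load FluxOr with Red40 quencher for 45 min, then add stimulation buffer and read kinetically for 2 min to derive a normalized rate constant.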
NPC1 prom act = qHTS Assay for NPC1 Promoter Activators. Potency, µM (series often up to 9.22 µM), for the others: top-dose activation, hits mostly activators. 320,000 compounds, 2.4% hits. AID 485313, 2010. Huh7 NPC1 promoter luciferase reporter, 24 h;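 also: potency is read from the fitted curve at half-maximal effect; % of control where 0% means no effect; nearly all actives have a fitted effect of over 60% in size; reporter is driven by a mutant NPC1 promoter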
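Huh7 reporter cells (NPC1 promoter driving luciferase) are dosed with compound for 24 h at 37 °C, 5% CO2; luciferase detection reagent is then added and luminescence measured after 10 min at ambient temperature.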
Menin-MLL TR inh = qHTS Assay for Inhibitors Targeting the Menin-MLL Interaction in MLL Related Leukemias: Competition With Texas Red Labeled MLL-derived Mutant Peptide; O00255; Menin + Texas Red MLL mutant peptide, fluorescence polarization; Potency, µM (top dose mostly 61.6 µM), without a hit: at the highest dose FP activity change, negative = inhibition, hits mostly inhibitors; 270,000 compounds, 0.23% hits; active = well fitted inhibition curve with a large enough effect in the polarisation, with a control signal flat, not every such curve was filed as active; inconclusive = small, poorly fitted or top-dose-only effect, or effect the other way, or a change in a side signal; inactive = no such curve, though single readings can be large or run the other way; the % refers to the polarisation; also: potency is read from the fitted curve at half-maximal effect; % of control where 0% means no effect; many of its hits are not listed in these tables
Target sequence (O00255 whole entry, looked up): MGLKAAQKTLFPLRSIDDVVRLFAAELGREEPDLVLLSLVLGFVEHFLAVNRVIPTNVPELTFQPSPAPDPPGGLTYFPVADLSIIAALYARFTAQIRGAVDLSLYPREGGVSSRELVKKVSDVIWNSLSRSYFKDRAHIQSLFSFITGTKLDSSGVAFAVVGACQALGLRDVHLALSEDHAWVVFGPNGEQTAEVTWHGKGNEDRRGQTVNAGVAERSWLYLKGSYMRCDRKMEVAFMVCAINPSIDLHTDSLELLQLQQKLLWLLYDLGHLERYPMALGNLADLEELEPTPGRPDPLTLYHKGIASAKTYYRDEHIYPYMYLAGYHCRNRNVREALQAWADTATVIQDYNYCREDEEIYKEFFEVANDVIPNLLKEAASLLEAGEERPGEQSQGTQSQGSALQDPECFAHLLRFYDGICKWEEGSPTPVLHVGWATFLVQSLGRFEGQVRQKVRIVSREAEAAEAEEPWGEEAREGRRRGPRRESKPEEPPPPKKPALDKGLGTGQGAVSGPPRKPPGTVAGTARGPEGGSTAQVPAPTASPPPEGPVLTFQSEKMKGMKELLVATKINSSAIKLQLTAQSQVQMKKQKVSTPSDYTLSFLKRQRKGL
RORg inh = qHTS for inhibitors of ROR gamma transcriptional activity | Potency, µM (doses to about 53.6 µM), for inactives: at the highest dose activity change, negative = inhibition, usual class: inhibitors | Drosophila S2 Gal4-RORgamma UAS-luciferase reporter, 20 h | Nuclear receptor ROR-gamma (Mus musculus), P51450 | 310,000 compounds, 5.4% hits; also: potency is read from the fitted curve at half-maximal effect; % is scaled to controls: 0 for no effect and ±100 for the full control effect; nearly all actives have a fitted effect of over 60% in size
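Drosophila S2 cells stably expressing Gal4-DBD/mouse RORγ fusion under metallothionein promoter plus UAS-luciferase; compound 1 h, then 700 uM CuSO4 induction for 20 h at ambient temperature; inhibition read as reduced luminescence.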
Gal4-VP16 FLuc = VP16 counterscreen qHTS for inhibitors of ROR gamma transcriptional activity. Drosophila S2 Gal4-VP16 UAS-luciferase, luminescence, 20 h. Potency, µM (top dose mostly 53.6 µM), without a hit: at the top dose activity, negative = inhibition, most hits filed as inhibitors. 310,000 compounds, 3.5% hits;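 also: Gal4-VP16 expression switched on by copper sulfate through the metallothionein promoter; potency is read from the fitted curve at half-maximal effect; % is scaled to controls: 0 for no effect and ±100 for the full control effect; nearly all actives have a fitted effect of over 50% in size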
MBNL1-CUG inh = qHTS Assay for Inhibitors of MBNL1-poly(CUG) RNA binding; 280,000 compounds, 0.036% hits; Muscleblind-like protein 1 (Homo sapiens), Q9NR56; TR-FRET MBNL1-His/biotin-(CUG)12 binding, 665/545 ratio; Potency, µM (highest dose often 57.5 µM), without a hit: at the highest dose activity change, negative = inhibition, actives largely listed as inhibitors; active = well fitted inhibition curve with a large enough effect in the signal ratio, with a control signal flat, not every such curve was filed as active; inconclusive = small, poorly fitted or top-dose-only effect, or effect the other way, or a change in a side signal; inactive = no such curve, though single readings can be large or run the other way; the % refers to the signal ratio; also: potency is read from the fitted curve at half-maximal effect; % is scaled to controls: 0 for no effect and ±100 for the full control effect
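MBNL1-His + Biotin-(CUG)12, cpd titration 92 nM–58 uM; Tb anti-His Ab 0.055 ng/ul, SA-XL665 5 nM (final); 60 min RT; ratiometric 665/545 nm, Ex 340 nm; normalized to buffer and full-complex controls.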
FLuc counter = qHTS profiling assay for firefly luciferase inhibitor/activator using purifed enzyme and Km concentrations of substrates (counterscreen for miR-21 project); Potency, µM (titrated, usually from 57.5 µM), for inactives: at the highest dose activity change, negative = inhibition, actives largely listed as inhibitors; 360,000 compounds, 6.9% hits; purified FLuc, Km substrates, luminescence inhibition; Luciferin 4-monooxygenase (Photinus pyralis), P08659; AID 588342, 2011;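 also: potency is read from the fitted curve at half-maximal effect; plate controls were vehicle for no effect and reference inhibitor for full effect; nearly all actives have a fitted effect of over 55% in size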
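Purified P. pyralis luciferase (10nM final) with 10uM D-luciferin and 10uM ATP (Km levels) in 50mM Tris acetate pH 7.5, 10mM Mg acetate, 0.01% Tween-20, 0.05% BSA; qHTS 6-point titration, ~60 µM downward; luminescence read.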
Starred values were filed as active, the others as inactive; & = joins results of further samples; [ ] = another dose, or the depositor's remark. Unless noted, calls follow the shape of the dose curve; as a rule, active = well fitted curve in the direction sought with a large enough effect; inconclusive = small, poorly fitted or top-dose-only effect, or another doubt; inactive = no such curve, though single readings can be large; an effect the other way counts as inactive or inconclusive.

COc1ccc(NC(=O)CSc2nncs2)cc1OC was read as PKM2 activator 1%, Rab9 promoter act 0%, ELG1 repair inh 5%, Mito fusion yeast 1%, KCNH2 3.1 inh 18, NPC1 prom act 2%, Menin-MLL TR inh -8%, RORg inh -12%, Gal4-VP16 FLuc 7%, MBNL1-CUG inh -7% and FLuc counter -13%.
COc1cccc(/C=C2/CN(C)CC3=C2OC(N)=C(C#N)C3c2cccc(OC)c2)c1 (stereo not given) was read as PKM2 activator 30%, Rab9 promoter act 0%, ELG1 repair inh inconclusive, Mito fusion yeast -10%, KCNH2 3.1 inh -23, NPC1 prom act -1%, Menin-MLL TR inh inconclusive, RORg inh 31%, Gal4-VP16 FLuc -2%, MBNL1-CUG inh 18% and FLuc counter -2%.
For O=C(CC1C(=O)NCCN1C/C=C/c1ccccc1)NCCc1cnccn1 (stereo not given) the results were PKM2 activator 7%, Rab9 promoter act 4%, ELG1 repair inh -6%, Mito fusion yeast -1%, KCNH2 3.1 inh -8, NPC1 prom act -1%, RORg inh -9%, Gal4-VP16 FLuc 1%, MBNL1-CUG inh 3% and FLuc counter 2%.
`COc1ccc(OCC(O)Cn2c(=N)n(CCN3CCCCC3)c3ccccc32)cc1` (stereo not given) gave PKM2 activator -8%, Rab9 promoter act -8%, ELG1 repair inh inconclusive, Mito fusion yeast 1%, KCNH2 3.1 inh -5, NPC1 prom act -4%, Menin-MLL TR inh -11%, RORg inh 3%, Gal4-VP16 FLuc -2%, MBNL1-CUG inh -2% and FLuc counter 3%&-2%.
Screening Cc1ccc(S(=O)(=O)N2CCCC2C(=O)O)cc1 (stereo not given) returned PKM2 activator -20%, Rab9 promoter act 5%, ELG1 repair inh 0%, Mito fusion yeast 2%, KCNH2 3.1 inh 4, NPC1 prom act 9%, Menin-MLL TR inh 2%, RORg inh 6%, Gal4-VP16 FLuc -8%, MBNL1-CUG inh 5% and FLuc counter 3%.
O=C(CN1C(=O)S/C(=C\c2cccc(Cl)c2)C1=O)NCCCn1ccnc1 was read as Rab9 promoter act -9%, ELG1 repair inh 25%, Mito fusion yeast 15%, KCNH2 3.1 inh -4, NPC1 prom act -5%, RORg inh 17%, Gal4-VP16 FLuc -22%, MBNL1-CUG inh 23% and FLuc counter -22%.
For Cc1cc(-n2ccc(=O)[nH]c2=O)nc(-c2ccccc2)n1 the results were PKM2 activator -1%, Rab9 promoter act 1%, ELG1 repair inh 11%, Mito fusion yeast 2%, KCNH2 3.1 inh -1, NPC1 prom act 0%, Menin-MLL TR inh -17%, RORg inh -5%[10 µM], Gal4-VP16 FLuc 2%, MBNL1-CUG inh 13% and FLuc counter 0%.
CC(C)(C)n1nnnc1C(c1ccccc1)N1CCc2ccccc2C1 (stereo not given) was read as PKM2 activator -1%, Rab9 promoter act -7%, ELG1 repair inh 17%, Mito fusion yeast 8%, KCNH2 3.1 inh -4, NPC1 prom act -1%, Menin-MLL TR inh -9%, RORg inh -8%, Gal4-VP16 FLuc -14%, MBNL1-CUG inh -4% and FLuc counter -1%.
O=C(CCC(=O)Nc1ccc(F)cc1)N/N=C/c1ccc(F)cc1 was read as Rab9 promoter act 0%, ELG1 repair inh 1%, Mito fusion yeast -72%[inhibitor], KCNH2 3.1 inh 7, NPC1 prom act -2%, Menin-MLL TR inh -22%, RORg inh 25%, Gal4-VP16 FLuc 0%, MBNL1-CUG inh 0% and FLuc counter -1%.
Screening COc1cccc(C(=O)N2CCC(n3nccc3NC(=O)CCOc3ccccc3)CC2)c1 returned Rab9 promoter act 0%, ELG1 repair inh 19%, Mito fusion yeast 0%, KCNH2 3.1 inh 6, NPC1 prom act -2%, Menin-MLL TR inh 2%, RORg inh -6%, Gal4-VP16 FLuc -11%, MBNL1-CUG inh -5% and FLuc counter -2%.
Screening O=C(Nc1cccnc1)C1(F)C(F)(F)C(F)(F)C(F)(F)C(F)(F)C1(F)F returned PKM2 activator -3%, Rab9 promoter act 10%, ELG1 repair inh -3%, Mito fusion yeast 0%, KCNH2 3.1 inh 7, NPC1 prom act 1%, Menin-MLL TR inh 9%, RORg inh 20%, Gal4-VP16 FLuc -2%, MBNL1-CUG inh 1% and FLuc counter -2%.
Screening CN(C)C(=O)CSc1nc2ccccc2c(=O)[nH]1 returned PKM2 activator -5%, Rab9 promoter act 3%, ELG1 repair inh 12%, Mito fusion yeast -6%, KCNH2 3.1 inh 1, NPC1 prom act 0%, Menin-MLL TR inh -16%, RORg inh 26%, Gal4-VP16 FLuc -5%, MBNL1-CUG inh -11% and FLuc counter -6%.
CCn1c(C)nc2cc(C(=O)N/N=C/c3cccc(OC)c3O)ccc21 was read as PKM2 activator 6%, Rab9 promoter act -39%[inhibitor], ELG1 repair inh inconclusive, Mito fusion yeast 11%, KCNH2 3.1 inh 18, NPC1 prom act -39%[inhibitor], Menin-MLL TR inh inconclusive, RORg inh 0.32µM*, Gal4-VP16 FLuc 0.71µM*, MBNL1-CUG inh inconclusive and FLuc counter inconclusive.
O=C(COC(=O)c1cc(=O)[nH]c2ccccc12)NCc1cccs1 was read as PKM2 activator 2%, Rab9 promoter act 2%, ELG1 repair inh inconclusive, Mito fusion yeast -17%, KCNH2 3.1 inh -22, NPC1 prom act -2%, RORg inh 23%, Gal4-VP16 FLuc 1% and FLuc counter -1%.
Screening O=C(CSc1nnc(-c2ccco2)n1CC1CCCO1)c1ccccc1 (stereo not given) returned PKM2 activator 0%, Rab9 promoter act 15%, ELG1 repair inh 17%, Mito fusion yeast -4%, KCNH2 3.1 inh 3, NPC1 prom act 12%, Menin-MLL TR inh -9%, RORg inh 6%, Gal4-VP16 FLuc 6%, MBNL1-CUG inh -11% and FLuc counter -13%.
For Cc1cc(C(=O)NC2CCCc3c2cnn3-c2cccc(C)c2C)n(C)n1 (stereo not given) the results were PKM2 activator 0%, Rab9 promoter act -27%, ELG1 repair inh -4%, Mito fusion yeast 2%, KCNH2 3.1 inh -14, NPC1 prom act -34%[inhibitor], Menin-MLL TR inh -13%, RORg inh inconclusive, Gal4-VP16 FLuc 2.2µM*, MBNL1-CUG inh -9% and FLuc counter 7%.
C[C@]12C(=O)N(c3ccc(Br)cc3)C(=O)N1[C@@H]1c3ccccc3OC[C@@H]1[C@H]2c1ccccc1 was read as PKM2 activator 1%, Rab9 promoter act -2%, ELG1 repair inh inconclusive, Mito fusion yeast 3%, KCNH2 3.1 inh -9, NPC1 prom act 0%, Menin-MLL TR inh -4%, RORg inh -14%, Gal4-VP16 FLuc 3%, MBNL1-CUG inh 2% and FLuc counter 4%.
O=C1c2ccccc2C(=O)N1c1ccccc1S(=O)C(F)(F)F (stereo not given) was read as PKM2 activator 0%, Rab9 promoter act 3%, ELG1 repair inh -9%, Mito fusion yeast 1%, KCNH2 3.1 inh -2, NPC1 prom act 1%, Menin-MLL TR inh -8%, RORg inh -15%, Gal4-VP16 FLuc -1%, MBNL1-CUG inh inconclusive and FLuc counter 0%.
Cc1ccccc1CN1CCN(C(=O)c2cccc(F)c2)CC1 was read as PKM2 activator 11%, Rab9 promoter act -5%, ELG1 repair inh -11%, Mito fusion yeast -3%, KCNH2 3.1 inh -17, NPC1 prom act 0%, Menin-MLL TR inh -18%, RORg inh 6%, Gal4-VP16 FLuc -11%, MBNL1-CUG inh -4% and FLuc counter 5%.
`CCn1ccnc1CNC(=O)CC1C(=O)NCCN1CCCc1ccccc1` (stereo not given) gave PKM2 activator -17%, Rab9 promoter act 0%, ELG1 repair inh 10%, Mito fusion yeast -3%, KCNH2 3.1 inh -5, NPC1 prom act 3%, RORg inh -26%, Gal4-VP16 FLuc 0%, MBNL1-CUG inh -3% and FLuc counter -1%.
Screening CC(=O)Cc1nsc(NC(=O)c2ccc(COc3ccc(C)cc3)o2)n1 returned PKM2 activator 0%, Rab9 promoter act -5%, ELG1 repair inh 0%, Mito fusion yeast 2%, KCNH2 3.1 inh -13, NPC1 prom act 3%, Menin-MLL TR inh inconclusive, RORg inh 1%, Gal4-VP16 FLuc -4%, MBNL1-CUG inh -1% and FLuc counter inconclusive.

A portion of the library, so the mix of outcomes need not match the whole.
